# UDG counterscr: UDG inhibition counter-screen. actives 0.14% (n = 91,000). Potency, µM (top dose mostly 115 µM), without a hit: top-dose activity change, negative = inhibition, most hits filed as inhibitors. FRET deamination/UDG coupled assay, UDG read, 4 h. AID 1347430; further: nearly all actives have a fitted effect of over 65% in size
# AID inhibitor: activation induced cytidine deaminase inhibition; actives 0.32% (n = 91,000); Q9GZX7; AID deamination FRET fluorescence, UDG-coupled, 4 h; Potency, µM (highest dose often 115 µM), without a hit: at the top dose activity change, negative = inhibition, most hits filed as inhibitors; further: nearly all actives have a fitted effect of over 25% in size
# Target sequence (Q9GZX7 whole entry, looked up): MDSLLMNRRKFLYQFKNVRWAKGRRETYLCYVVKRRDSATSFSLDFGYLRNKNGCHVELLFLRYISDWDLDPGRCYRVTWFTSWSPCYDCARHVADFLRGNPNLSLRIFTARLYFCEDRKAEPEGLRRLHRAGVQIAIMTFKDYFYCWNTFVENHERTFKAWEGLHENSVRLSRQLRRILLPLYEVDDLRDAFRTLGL
# * marks the source's active call; other numbers are inactive results; u = inconclusive; & = joins results of further samples; [ ] = another dose, or the depositor's remark. The call rests on the fitted dose curve; in most records, active means well fitted curve in the direction sought with a large enough effect; inconclusive means small, poorly fitted or top-dose-only effect, or another doubt; inactive means no such curve, though single readings can be large; an effect the other way counts as inactive or inconclusive. On the % scale 0 is the no-effect control and ±100 the full control effect; potency means the concentration at half of the fitted maximal effect. This is a subset, so the mix of outcomes need not match the whole.
SMILES,UDG counterscr,AID inhibitor
O=c1[nH]c(C2CCCN(S(=O)(=O)c3ccccc3)C2)nc2c1nnn2Cc1ccc(OC(F)(F)F)cc1 (stereo not given),13%,u
NC(=S)c1ccc(S(N)(=O)=O)cc1,7%,-1%
CCOC(=O)c1ccc(N2C(=O)c3n[nH]c(C)c3C2c2cccc(Br)c2)cc1 (stereo not given),-12%,-18%
O=C(Nc1ccccc1C1CC1)C1CC1,-2%,4%
O=C(Cc1noc(C(=O)NCC2CC2)n1)Nc1cccc2ncccc12,-2%,13%
CN(Cc1ccccc1)c1nc2c(c(=O)n(C)c(=O)n2C)n1CC(O)COc1ccccc1 (stereo not given),0%,-11%
COCCNC(=O)c1[nH]c2cc(C)ccc2c1Sc1ccc(Cl)cc1,-5%,3%
COc1ccc(C(=O)Nc2nnc(S(=O)(=O)N(CC(C)C)c3ccccc3)s2)cc1,-13%[57.5 µM],-8%
CCCOC(=O)C(N)c1ccccc1 (stereo not given),5%,7%
CCc1ccc2oc(C(=O)Nc3ccc4nsnc4c3)cc(=O)c2c1,3%,19%
Cc1oc(-c2ccccc2)nc1C(=O)N(C)Cc1ccc(C(N)=O)cc1,-6%,6%
Cc1ccc(Cl)cc1NC(=O)CN(C)S(=O)(=O)c1ccc2c(c1)n(C)c(=O)c(=O)n2C,10%,-1%
COc1ccc(Cn2c(=O)c3oc4ccccc4c3n(Cc3ccccc3)c2=O)cc1,6%[57.5 µM],0%
CCOc1ccc(NC(=O)C2CCCN(c3nn4cc(-c5ccc(OC)cc5)nc4s3)C2)cc1 (stereo not given),u,-1%
O=C(O)c1ccc(CNCC(O)c2ccccc2)cc1 (stereo not given),-10%,-2%
Cc1ccccc1OCC(=O)NCC(c1ccc(Cl)cc1)N1CCOCC1 (stereo not given),-7%,10%
Cc1cc(SCC(=O)Nc2ccc(Cl)cc2)nc2ccccc12,33%[activator],9%
O=C(Nc1cccc(Cl)c1)C1CCCN(c2nn3cc(-c4ccc(F)cc4)nc3s2)C1 (stereo not given),-19%,u
O=C1/C(=C/c2cccc(O)c2)C(c2ccccc2)Oc2ccccc21 (stereo not given),-1%,-6%
O=C(c1ccc2c(c1)N(Cc1cccc(Cl)c1)C(=O)c1ccccc1S2(=O)=O)N1CCN(c2cccc(C(F)(F)F)c2)CC1,-9%[57.5 µM],-5%
Fc1ccc(-c2cnc(COc3ccc(-c4nnco4)cc3)o2)cc1,7%,3%
CC(C)(C)c1ccc(NC(=O)CCc2ncc(-c3ccccc3F)o2)cc1,-9%,-20%
Cc1ccn2c(Nc3ccccc3C)c(-c3ccccn3)nc2c1,0%,u
CCOc1ccccc1NC(=O)CC1C(=O)NCCN1C(=O)c1ccc(F)cc1 (stereo not given),2%,35%[activator]
NC(=O)CSc1nc2ccc(NC(=O)COc3ccccc3)cc2s1,48%[activator],34%[activator]
# Next records follow.
SMILES,UDG counterscr,AID inhibitor
CCc1ccc(Nc2nc3c(S(=O)(=O)c4ccc(C)cc4)nnn3c3ccsc23)cc1,u,-6%
N#C/C(=C/c1cccc(/C=C(/C#N)c2nc3ccccc3[nH]2)c1)c1nc2ccccc2[nH]1,1%,1%
Cc1cc(Oc2cc(C#N)c(C#N)cc2Oc2cc(C)c(Cl)c(C)c2)cc(C)c1Cl,-14%,-13%
CCCCN(CC)CCNC(=O)Cn1c(=O)c2cccn2c2cccnc21,2%,41%[activator]
COc1ccc(CNC(=O)c2cc3cccc4c3n2CC(C)S4)c(OC)c1 (stereo not given),13%,-20%
COc1cccc(N2CCN(C(=O)c3cc4c(=O)n(Cc5ccccc5)ccc4nc3C)CC2)c1,-2%,-19%
O=C(C1CCC(CNS(=O)(=O)c2ccc(Br)s2)CC1)N1CCN(c2ccc(F)cc2)CC1 (stereo not given),-18%[57.5 µM],14%
CCc1ccc(-n2nc(C)c3c(C)cc(=O)n(CC(=O)Nc4ccc(C)c(F)c4)c32)cc1,5%,-3%
COc1ccc(C2=NC(C(F)(F)F)(C(F)(F)F)N=C(N(C)C)O2)cc1,-2%,-7%
Cc1ccc2nc(N(Cc3cccnc3)C(=O)CCOc3ccccc3)sc2c1,5%,-4%
Cc1ccc(Nc2c(-c3ccncc3)nc3ccc(C)cn23)cc1,-6%,-4%
O=C(/C=C/c1ccccc1)NC(=S)NNC(=O)c1ccccc1,1%,-13%
CCOC(=O)c1cccc(NC(=O)Cn2cnc3nc4c(cc3c2=O)CCCC4)c1,-19%,u
O=C(NC1CCN(Cc2cccc(C(F)(F)F)c2)CC1)C1CCC1,-1%,-2%
CCN(CCC#N)Cc1ccc(Br)s1,4%,-1%
CC(OC(=O)c1cc(=O)c2cc(Cl)ccc2o1)C(=O)NC1CC1 (stereo not given),3%,2%
Cc1cc(C(=O)Nc2ccc(-n3c(C)nc4ccccc4c3=O)cc2)ccc1[N+](=O)[O-],u,-8%
COc1cccc(C(=O)Nc2ccc(-c3nc4ccc(C)cc4s3)cc2)c1OC,-10%,-7%
Cc1ccc(OCCSc2nc3ccccc3n2CC(=O)NC(C)C)cc1,23%,1%
CCCNc1c(NC(=O)c2cccc(OC)c2)c(=O)oc2ccccc12,7%,-6%
CCCCNc1nc(-c2ccc(S(C)(=O)=O)cc2)cs1,-6%,-16%
CN(C)CCNC(=O)C(=O)NCC(c1cccnc1)N1CCN(c2ccc(F)cc2)CC1 (stereo not given),8%,23%
COC(=O)c1sccc1S(=O)(=O)N1CCN(c2ccc(C(C)=O)cc2)CC1,-21%,12%
O=C(CN1CCCCCC1)Nc1nc(-c2ccccc2)cc(-c2ccccc2)n1,-6%,-6%
Cc1ccc(NC(=O)C(Cc2ccccc2)NS(=O)(=O)c2ccc3c(c2)CCC(=O)N3)cc1 (stereo not given),-9%,5%
# Continuation.
SMILES,UDG counterscr,AID inhibitor
CC(C)c1ccc(CNc2nc(-c3ccco3)nn2S(=O)(=O)c2ccccc2)cc1,-9%,35%[activator]
CCc1ccccc1Nc1cc(C(=O)NC2CCC(C)CC2)c2ccccc2n1 (stereo not given),-22%[57.5 µM],-14%
CCCc1cc(C(=O)Nc2c(Cl)cccc2Cl)no1,2%,-4%
COc1cc(NC(=O)C2CCCN(S(=O)(=O)c3ccc4c(c3)CCCC(=O)N4)C2)cc(OC)c1 (stereo not given),4%,-4%
COC(=O)c1ccc(C2c3c(-c4ccccc4O)n[nH]c3C(=O)N2Cc2ccncc2)cc1 (stereo not given),-8%,u
CCOC(=O)c1ccc2c(c1)N(Cc1cc(C)ccc1C)C(=O)c1ccccc1S2(=O)=O,32%[activator],11%
CCOc1ccc(OCc2nc3ccc(OC)cc3[nH]2)cc1,9%,46%[activator]
O=C(COc1ccc2c(c1)CCC2)Nc1ccc(Cl)c([N+](=O)[O-])c1,-3%,-1%
CCc1ccc(NC(=O)Cn2c(=O)c3cccn3c3ccccc32)cc1,-11%,-6%&13%
CN1CCN(C(=O)CN2C(=O)c3ccccc3C2c2cn(C)c3ccccc23)CC1 (stereo not given),2%,-1%
CCN(CC)S(=O)(=O)c1ccc(C)c(NS(=O)(=O)c2c(C)c(C)cc(C)c2C)c1,-1%,-3%
Cc1ccccc1Nc1c(-c2ccc(Cl)s2)nc2c(C)cccn12,0%,-5%
Cn1c(=O)c2nc(SCC(=O)Nc3cc(Cl)cc(Cl)c3)n(C)c2n(C)c1=O,0%,20%
O=C1/C(=C/c2ccc(Br)cc2F)Cc2ccccc21,0%,0%
COc1ccccc1OC(C)C(=O)NC1CCCC1 (stereo not given),-4%,-1%
O=C(NC1CCCC1)c1ccc(CSc2nc3ccncc3n2Cc2ccc(F)cc2)cc1,-12%,-25%
COc1ccc(CN[C@H]2CS(=O)(=O)C[C@@H]2S(=O)(=O)c2cccs2)cc1,0%,-4%
CCCc1cnc2c(c1SCc1cccc(C)c1)c(=O)n(C)c(=O)n2C,-2%,u
COc1ccc(-c2cc3c(=O)n(CC(=O)Nc4cc(F)ccc4F)ccn3n2)cc1OC,4%,-4%
CCCc1nc2ccccc2c(C(=O)OCC(=O)NC(=O)NC(C)(C)C)c1CC,8%,0%
O=C(OCc1cccc([N+](=O)[O-])c1)c1ccc(OC(F)(F)F)cc1,0%,-11%
Cc1ccc(Cn2c(=O)n(CCc3ccc(Cl)cc3)c(=O)c3ccccc32)cc1,0%,-1%
COc1ccc(-c2csc(NC(=O)c3ccc(Cl)c(N4CCCC4=O)c3)n2)cc1F,-7%,0%
CC1CCCCN1C(=O)c1ccc2c(c1)N(Cc1ccc(Cl)cc1)C(=O)c1ccccc1S2=O (stereo not given),-14%,u
CCCCN1C(=O)C(=O)N(Cc2cc(=O)oc3cc(C)ccc23)C1=O,-7%,1%

# Six entries from above, arranged by molar mass, falling:
SMILES,UDG counterscr,AID inhibitor
O=C(NC1CCCC1)c1ccc(CSc2nc3ccncc3n2Cc2ccc(F)cc2)cc1,-12%,-25%
CCOC(=O)c1ccc2c(c1)N(Cc1cc(C)ccc1C)C(=O)c1ccccc1S2(=O)=O,32%[activator],11%
COc1cccc(C(=O)Nc2ccc(-c3nc4ccc(C)cc4s3)cc2)c1OC,-10%,-7%
COCCNC(=O)c1[nH]c2cc(C)ccc2c1Sc1ccc(Cl)cc1,-5%,3%
COc1ccc(C2=NC(C(F)(F)F)(C(F)(F)F)N=C(N(C)C)O2)cc1,-2%,-7%
CCc1ccc(NC(=O)Cn2c(=O)c3cccn3c3ccccc32)cc1,-11%,-6%&13%

# Later entries:
SMILES,UDG counterscr,AID inhibitor
CCc1nc(CC(=O)N(CC#N)C2CC2)cs1,-3%,2%
CCCCc1nn2c(=O)cc(COC(=O)c3cccc(NC(=O)c4cccc(C)c4)c3)nc2s1,-11%,5%
COc1ccc(NC(=O)CCc2nc3c(C)nn(-c4ccc(C)cc4)c3n(C)c2=O)cc1,12%,28%
CCOC(=O)c1nc(Nc2ccccc2OC)c2ccccc2n1,-3%,-13%
CC(CNC(=O)c1cc(-c2ccccc2)n[nH]1)c1ccccc1 (stereo not given),-12%,-28%
COc1ccc(C(=O)Nc2ccc3oc(-c4cccc(I)c4)nc3c2)cc1,5%,-1%
COc1ccc(NC(=O)C2CCN(S(=O)(=O)c3ccc4c(c3)CCCC(=O)N4)CC2)cc1OC,-2%,6%
Cc1cc2oc(C(=O)Nc3ccc(S(N)(=O)=O)cc3)cc(=O)c2cc1C,-4%[57.5 µM],1%[57.5 µM]
CCOC(=O)N1CCc2c(sc3c2c(=O)n(-c2ccc(CC)cc2)c(=O)n3Cc2cc(C)ccc2C)C1,5%[57.5 µM],2%
CC1CCCN(C(=O)Cn2c(=O)n(CC3CCC(C(=O)NC(C)C)CC3)c(=O)c3sccc32)C1 (stereo not given),22%,2%
Cc1ccc(Cl)cc1NC(=O)Cn1c(=O)n(CCCS(=O)(=O)C2CCCCC2)c(=O)c2ccccc21,5%,-13%
CCOC(=O)N1CCN(Cc2nc3cc(NC(=O)c4ccccc4OC)ccc3n2C(C)C)CC1,-14%,2%
CC(OC(=O)c1ccc(C(N)=O)cc1)C(=O)NC(C)c1ccccc1 (stereo not given),-2%,2%
COc1cc(NC(=O)N2CCC(CN3CCCC3)CC2)cc(OC)c1OC,0%,6%
CCc1ccc(S(=O)(=O)c2nnn3c2nc(NCCc2ccccc2)c2sccc23)cc1,-12%,u
Cc1cccc(C(=O)OCc2ncc(-c3ccccc3)o2)c1O,5%,-2%
Cc1ccc(NC(=O)C2CC(=O)n3c(nc4ccccc43)N2)cc1C (stereo not given),0%,-4%
CCc1ccc(CNC(=O)c2ccc3c(c2)c(C)c(C)n3Cc2ccccc2)cc1,24%,-12%
CCCn1c(=O)[nH]c(=O)c2c3c(cnc21)C(=O)CC(c1ccc(OC)c(OC)c1)C3 (stereo not given),3%,7%
COc1ccc(NC(=O)C2=C(C)Nc3nc(SCc4ccccc4)nn3C2c2cc(OC)ccc2OC)cc1 (stereo not given),-12%,-3%
Cn1c(=O)c2c(c3ccccc31)OC(=O)CC2c1c[nH]c2ccccc12 (stereo not given),-1%,0%
CSc1ncc(C(=O)Nc2cc(C)cc(C)c2)c(-c2ccccc2)n1,-9%[57.5 µM],21%
CCc1ccc(NC(=O)Cn2nc(Cc3ccncc3)c3ccccc3c2=O)cc1,-1%,-4%
Cc1[nH]c(=O)[nH]c(=O)c1S(=O)(=O)N1CCN(c2cccc(Cl)c2)CC1,2%,-9%

# Of the compounds above, 9 have an aryl thioether with sulfur outside any ring:
SMILES,UDG counterscr,AID inhibitor
COCCNC(=O)c1[nH]c2cc(C)ccc2c1Sc1ccc(Cl)cc1,-5%,3%
Cc1cc(SCC(=O)Nc2ccc(Cl)cc2)nc2ccccc12,33%[activator],9%
NC(=O)CSc1nc2ccc(NC(=O)COc3ccccc3)cc2s1,48%[activator],34%[activator]
Cc1ccc(OCCSc2nc3ccccc3n2CC(=O)NC(C)C)cc1,23%,1%
Cn1c(=O)c2nc(SCC(=O)Nc3cc(Cl)cc(Cl)c3)n(C)c2n(C)c1=O,0%,20%
O=C(NC1CCCC1)c1ccc(CSc2nc3ccncc3n2Cc2ccc(F)cc2)cc1,-12%,-25%
CCCc1cnc2c(c1SCc1cccc(C)c1)c(=O)n(C)c(=O)n2C,-2%,u
COc1ccc(NC(=O)C2=C(C)Nc3nc(SCc4ccccc4)nn3C2c2cc(OC)ccc2OC)cc1 (stereo not given),-12%,-3%
CSc1ncc(C(=O)Nc2cc(C)cc(C)c2)c(-c2ccccc2)n1,-9%[57.5 µM],21%

# Screening results as filed in PubChem BioAssay.
